IMPase Li inh: qHTS Assay for Identifying the Cell-Membrane Permeable IMPase Inhibitors: Potentiation with Lithium. CHO-M1 cells, IP1 TR-FRET (IP-One), carbachol + lithium. Potency, µM (series often up to 59.4 µM), for the others: at the top dose activity, negative = IMPase inhibition, most hits filed as inhibitors. 210,000 tested, 0.35% active;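 further: IP1 builds up when IMPase is blocked and the TR-FRET signal falls; plate controls were basal vehicle for no effect and high inhibitor control for full effect; nearly all actives have a fitted effect of over 50% in size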
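Readout is a homogeneous TR-FRET IP1 immunoassay (Ex 320, Em 665 and 620), where raised cytosolic IP1 lowers signal. Cells were CHO-M1 treated 30 min at 37C with test compounds plus a little lithium; AC50 values came from Hill-equation fitting.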
SMN2 splice enh: qHTS Assay for Enhancers of SMN2 Splice Variant Expression; HEK293 SMN2-luciferase splicing reporter, luminescence, 30-36 h; Potency, µM (series often up to 46.1 µM), for the others: top-dose activity change, positive = activation, usual class: activators; 210,000 tested, 2.8% active; further: % of control where 0% means no effect; nearly all actives have a fitted effect of over 55% in size
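HEK293 cells carry an SMN2 minigene-luciferase reporter in which exon 7 inclusion puts luciferase in frame. Cells were seeded at 2000 cells/well, attached for 10-12 hours, then exposed to compounds for 30-36 hours at 37C before ONE-Glo luminescence.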
RGS12 GoLoco inh: qHTS Assay for Inhibitors of RGS12 GoLoco Motif Activity (Red Fluorophore) | Gai1:RGS12 GoLoco peptide FP, rhodamine, 10 min | 230,000 tested, 0.44% active | Guanine nucleotide-binding protein G(i) subunit alpha-1 (Homo sapiens), P63096 | Potency, µM (titrated, usually from 61.6 µM), without a hit: at the highest dose activity, negative = inhibition, hits mostly inhibitors; active means well fitted inhibition curve with a large enough effect, not every such curve was filed as active; inactive means no such curve, though single readings can be large or run the other way; further: on the % scale 0 is the no-effect control and ±100 the full control effect; nearly all actives have a fitted effect of over 30% in size; many of its hits are not listed in these tables
Target sequence (P63096 whole entry, looked up): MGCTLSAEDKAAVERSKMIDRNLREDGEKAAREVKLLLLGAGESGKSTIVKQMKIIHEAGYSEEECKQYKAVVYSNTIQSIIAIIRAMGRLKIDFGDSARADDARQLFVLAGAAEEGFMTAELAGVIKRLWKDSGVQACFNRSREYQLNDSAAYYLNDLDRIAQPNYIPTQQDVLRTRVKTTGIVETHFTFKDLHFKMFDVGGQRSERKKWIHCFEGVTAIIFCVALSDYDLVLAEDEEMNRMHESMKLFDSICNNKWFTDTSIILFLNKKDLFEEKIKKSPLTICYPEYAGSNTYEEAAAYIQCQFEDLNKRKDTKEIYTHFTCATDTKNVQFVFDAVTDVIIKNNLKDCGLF
Epigenetic derep: Quantitative High-Throughput Screen for Regulators of Epigenetic Control; AID 1865, 2009; 280,000 tested, 0.2% active; murine LDR cells, GFP reporter derepression, 30 h; Potency, µM (top dose mostly 53.9 µM), inactives show top-dose GFP activation, actives largely listed as activators; further: % of control where 0% means no effect; nearly all actives have a fitted effect of over 60% in size
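Murine LDR cells carrying a silenced, genomically integrated CMV-driven GFP reporter were exposed to compound for 30 hours at 37 C. After PBS washes, GFP-positive cells (20–120 um objects) were counted by laser-scanning microplate cytometry.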
NPSR antag: qHTS Assay for Antagonists of the Neuropeptide S Receptor: cAMP Signal Transduction; 220,000 tested, 1% active; Q6W5P4; Potency, µM (top dose mostly 38.3 µM), without a hit: top-dose activity change, negative = inhibition, hits mostly inhibitors; CHO-NPSR cells, cAMP TR-FRET, antagonist mode; further: on the % scale 0 is the no-effect control and ±100 the full control effect; nearly all actives have a fitted effect of over 50% in size; many of its hits are not listed in these tables
Target sequence (Q6W5P4 whole entry, looked up): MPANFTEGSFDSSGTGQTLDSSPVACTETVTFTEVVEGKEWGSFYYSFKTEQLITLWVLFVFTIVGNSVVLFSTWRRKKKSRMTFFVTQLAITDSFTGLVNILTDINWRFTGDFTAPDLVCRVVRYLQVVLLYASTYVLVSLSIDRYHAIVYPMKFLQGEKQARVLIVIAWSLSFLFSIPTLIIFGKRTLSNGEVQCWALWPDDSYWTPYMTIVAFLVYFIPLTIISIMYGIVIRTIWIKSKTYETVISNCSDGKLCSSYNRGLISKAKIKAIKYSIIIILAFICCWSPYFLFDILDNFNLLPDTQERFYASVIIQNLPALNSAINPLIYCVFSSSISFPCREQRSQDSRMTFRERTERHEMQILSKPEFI
KinaseGlo FLuc: Counterscreen for Luciferase (Kinase-Glo TM) Inhibition; Kinase-Glo luciferase, ATP luminescence, 8 min; Potency, µM (highest dose often 38.3 µM), for the others: at the highest dose activity change, negative = inhibition, usual class: inhibitors; 200,000 tested, 0.28% active; AID 1379, 2008; further: on the % scale 0 is the no-effect control and ±100 the full control effect; nearly all actives have a fitted effect of over 60% in size
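Inhibition of Kinase-Glo luciferase light generation was assessed at 10 uM ATP in pH 7.2 imidazole buffer, with luminescence measured after eight minutes at ambient temperature.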
JMJD2E inh: qHTS Assay for Inhibitors of Human Jumonji Domain Containing 2E (JMJD2E) | Potency, µM (titrated, usually from 57.1 µM), for the others: at the highest dose activity change, negative = inhibition, hits mostly inhibitors | 230,000 tested, 1.6% active | JMJD2E catalytic domain, FDH-coupled NADH fluorescence (FDH is formaldehyde dehydrogenase) | Lysine-specific demethylase 4E (Homo sapiens), B2RXH2 | AID 2147, 2009; active means well fitted inhibition curve with a large enough effect, not every such curve was filed as active; inconclusive means small, poorly fitted or top-dose-only effect, or another doubt; inactive means no such curve, though single readings can be large or run the other way;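 further: 0% = wells with enzyme and -100% = buffer wells without enzyme; nearly all actives have a fitted effect of over 50% in size; many of its hits are not listed in these tables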
Target sequence (B2RXH2 1-337 limits assumed): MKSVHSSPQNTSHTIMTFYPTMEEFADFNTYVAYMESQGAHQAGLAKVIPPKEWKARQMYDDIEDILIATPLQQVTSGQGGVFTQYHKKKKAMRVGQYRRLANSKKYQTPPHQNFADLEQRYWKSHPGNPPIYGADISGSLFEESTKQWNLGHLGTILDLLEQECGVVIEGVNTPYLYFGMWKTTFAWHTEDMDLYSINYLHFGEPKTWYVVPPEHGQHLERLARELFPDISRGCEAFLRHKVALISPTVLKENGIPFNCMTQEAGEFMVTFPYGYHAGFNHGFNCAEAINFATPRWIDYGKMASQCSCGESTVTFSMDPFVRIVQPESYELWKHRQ
RECQ1 helicase: qHTS Assay for Inhibitors of RecQ-Like Dna Helicase 1 (RECQ1) | ATP-dependent DNA helicase Q1 (Homo sapiens), P46063 | RECQ1 DNA unwinding, red fluorescence kinetic read | Potency, µM (top dose mostly 57.3 µM), for the others: at the top dose activity, negative = inhibition, actives largely listed as inhibitors | 240,000 tested, 0.54% active;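 further: plate controls were vehicle for no effect and no enzyme for full effect; nearly all actives have a fitted effect of over 30% in size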
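50 nM RECQ1T1 preincubated 15 min with compound in Tris pH 8.0 buffer with MgCl2, DTT, Tween-20 and 2.5 ug/ml poly(dI-dC); started with 200 nM TAMRA/BHQ-2 forked duplex and 2 mM ATP. Unwinding read as fluorescence (525/598 nm), two reads 2 h apart.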
* marks the source's active call; other numbers are inactive results; i = inactive; u = inconclusive; x = not tested or not shown; & = joins results of further samples; [ ] = remark or other dose. Unless noted, the call rests on the fitted dose curve; in most records, active means well fitted curve in the direction sought with a large enough effect; inconclusive means small, poorly fitted or top-dose-only effect, or another doubt; inactive means no such curve, though single readings can be large; an effect the other way counts as inactive or inconclusive. Potency means the concentration at half of the fitted maximal effect. Some of the compounds tested; rates above refer to the full screens.

Order of results – IMPase Li inh	SMN2 splice enh	RGS12 GoLoco inh	Epigenetic derep	NPSR antag	KinaseGlo FLuc	JMJD2E inh	RECQ1 helicase
(1) CCOc1ccc(/C=C/C(=O)NCc2ccccc2)cc1
  3%	6%	6%	-0.9%	-7%	0%	1%	-3%
(2) CCOc1ccc(C(=O)NCCc2ccc3c(c2)OCCO3)cc1
  -1%	-6%	6%	-2.1%	3%	0%	-16%	28%
(3) CCN1C=C(C(=O)OC)C(c2cccc(C)c2)C(C(=O)OC)=C1
  -12%[38.3 µM]	3%	0%	-1.3%	-9%[46.1 µM]	0%	u	-7%
(4) CCOC(=O)C1=C(N)N(c2ccccc2)C(=O)C1
  31%[38.3 µM]	-3%	-3%	-3.9%	3%[46.1 µM]	-2%	8%	-4%
(5) O=C(NNc1c2ccccc2nc2ccccc12)c1ccc(O)cc1
  50%[activator]	-45%[inhibitor]	88%[activator]	0.0%	-14%	-11%	-1%	-7%
(6) O=C(CSc1ccccc1C(=O)O)NCc1ccc(Cl)cc1
  -5%	7%	12%	-3.8%	6%	3%	1%	-2%
(7) NC1=NC(c2cccc(O)c2)n2c(nc3ccccc32)N1 (stereo not given)
  -9%[38.3 µM]	-4%	-2%	0.7%	6%[46.1 µM]	0%	-1%	-3%
(8) CN(C)C(=O)Nc1ccccc1
  x	x	5%	0.1%	-19%	x	6%	-12%&-4%
(9) CCOC(=O)N1CCN(S(=O)(=O)c2ccc3c(c2)OCC(=O)N3)CC1
  -3%[38.3 µM]	-22%	-15%	-1.9%	-6%[46.1 µM]	0%	-2%	-2%
(10) CN1CCN(c2oc(COc3ccc(-c4ccccc4)cc3)nc2C#N)CC1
  5%[38.3 µM]	-5%	11%	-2.1%	0%[46.1 µM]	-1%	-16%	-7%
(11) O=C(N/N=C1\CC(c2ccccc2)Oc2ccccc21)c1cccnc1 (stereo not given)
  -1%	-19%	11%	5.9%	-31%	-3%	u	-17%
(12) N=C1C=CC=C2C1=NC1(CCCCC1)N2O
  41%[activator]	-9%	-6%	-0.9%	u	-4%	u	10%
(13) O=C(NCCc1ccc(Cl)cc1)C1CCCN(S(=O)(=O)c2cnc[nH]2)C1 (stereo not given)
  -8%[38.3 µM]	-9%	-1%	-9.4%	-6%[46.1 µM]	-2%	17%	i
(14) CCOc1ccc(N(CC(=O)NC(C)(C)C)C(=O)c2ccco2)cc1
  -2%[38.3 µM]	-13%	3%	0.0%	-4%[46.1 µM]	-3%	-6%	-1%
(15) CC(=O)N1CCN(CC(=O)Nc2cc([N+](=O)[O-])ccc2Cl)CC1
  -7%	x	-1%	2.3%	4%	x	-10%	-7%
(16) O=C(Cc1ccc(F)cc1)OCC(=O)c1cc2ccccc2o1
  -2%[38.3 µM]	7%	6%	1.7%	-13%[46.1 µM]	1%	-25%	i
(17) CC1CC(C)CN(CC(O)COc2ccc3c(c2)CCC3)C1 (stereo not given)
  4%	u	10%	0.0%	9%	0%	9%	i
(18) O=C(NNC(=O)c1ccccc1[N+](=O)[O-])c1ccco1
  -9%	17%	0%	0.2%	6%	-1%	13%	-2%
(19) CC(C(=O)Nc1ccc(N2CCOCC2)cc1)N1C(=O)c2ccccc2C1=O (stereo not given)
  35%[38.3 µM]	-5%	-10%	0.0%	-8%[46.1 µM]	0%	-9%	i
(20) CC(C(=O)Nc1cccc(S(=O)(=O)N2CCOCC2)c1)N1CCN(C/C=C/c2ccccc2)CC1 (stereo not given)
  5%	-17%	7%	3.5%	-5%	2%	12%	i
(21) COc1cc(/C=N/NC(=O)C(=O)NCc2cccnc2)ccc1O
  4%	4%	4%	-1.1%	8%	0%	1%	u
(22) CCN(CC(=O)Nc1ccc2c(c1)OC(F)(F)O2)Cc1nc2ccccc2c(=O)[nH]1
  20%[38.3 µM]	26%	-1%	-2.9%	-12%[46.1 µM]	-3%	0%	-6%
(23) CC(C)NC(=S)NN(c1ccccc1)c1ccccc1
  19%[38.3 µM]	-3%	3%	-0.2%	u	-5%	-1%	i
(24) CCOc1c(Nc2cccc(Cl)c2)c(=O)c1=O
  x	x	5%	-2.9%	0%	x	3%	-3%
(25) C/C(=N\NC(=O)C(=O)Nc1ccc(C)cc1)c1ccncc1
  -8%	-11%	4%	-1.5%	21%	-2%	10%	-1%
(26) COc1ccc(N2C(=O)CC(N3CCN(c4ccc(C(=O)c5cccnc5)cc4)CC3)C2=O)cc1 (stereo not given)
  22%[38.3 µM]	5%	1%	1.0%	-14%[46.1 µM]	2%	4%	i
(27) Cc1nn(-c2ccccc2)c(N)c1C1(O)C(=O)Nc2ccc([N+](=O)[O-])cc21 (stereo not given)
  x	x	3%	1.1%	4%	x	3%	1%
(28) Cc1noc(C)c1COc1cccc(C(=O)NCCc2c[nH]c3ccccc23)c1
  4%	-33%[inhibitor]	12%	-6.1%	-23%	0%	-7%	i
(29) C(#CCN1CCCC1)CC(c1ccccc1)c1ccccc1
  38%[activator]	x	-3%	1.1%	19%	3%	-6%	7%
(30) COc1cccc(NC(=O)COc2ncnc3sc(C)c(C)c23)c1
  26%[38.3 µM]	u	4%	-1.0%	u	-6%	0%	i
(31) O=C(Nc1cc(C(F)(F)F)ccc1-n1cncn1)c1ccc(Br)cc1
  -4%[38.3 µM]	-11%	6%	-1.1%	-6%[46.1 µM]	1%	4%	-8%
(32) COc1cc(C(=O)NCc2ccc(OCCN(C)C)cc2)cc(OC)c1OC
  4%&-1%	u	-5%	-1.3%	x	-4%	4%	-2%
(33) COCCCNC(=S)NC1CC2CCC(C1)N2Cc1ccccc1 (stereo not given)
  14%	-3%	20%	7.9%	10%	-4%	11%	i
(34) CCc1ccc(NC(=O)N[C@H](C(=O)O)C(C)CC)cc1 (stereo not given in full)
  x	x	-2%	5.2%	11%	x	9%	-2%
(35) COc1ccc(C)cc1S(=O)(=O)NCCC1=CCCCC1
  41%[activator][38.3 µM]	5%	0%	0.0%	u	-3%	4%	-10%
(36) O=c1c(Cc2c(F)cccc2Cl)c(O)ccn1CCCN1CCOCC1
  14%	19%	8%	-2.8%	3%	2%	-1%	i
(37) O=C(NC1CCCCC1)c1cc([N+](=O)[O-])[nH]n1
  0%	-11%	4%	0.0%	-21%	10%	9%	0%
(38) CCOC(=O)Cn1c(=O)c2c(nc(Br)n2CC(=O)OCC)n(C)c1=O
  -15%[38.3 µM]	1%	-3%	2.8%	-5%[7.67 µM]	1%	u	-19%
(39) COC(=O)/C=C/COc1ccccc1[N+](=O)[O-]
  0%	9%	-13%	0.3%	20%	-3%	-1%	-3%
(40) O=C(NN1C(=O)C2C3C=CC(C4CC34)C2C1=O)c1ccccc1Cl (stereo not given)
  -2%	-5%	-2%	-3.2%	9%	1%	9%	-10%

Three compounds from above, reduced to SMN2 splice enh.
entry | SMILES | SMN2 splice enh
12 | N=C1C=CC=C2C1=NC1(CCCCC1)N2O | -9%
18 | O=C(NNC(=O)c1ccccc1[N+](=O)[O-])c1ccco1 | 17%
39 | COC(=O)/C=C/COc1ccccc1[N+](=O)[O-] | 9%

(list continues)
Order of results – IMPase Li inh	SMN2 splice enh	RGS12 GoLoco inh	Epigenetic derep	NPSR antag	KinaseGlo FLuc	JMJD2E inh	RECQ1 helicase
(41) Cc1ccc(C(O)(C(=O)NNc2ccc3ccccc3n2)c2ccc(C)cc2)cc1
  4%&3%	-15%&-27%	-1%&2%	1.0%&0.0%	-13%&-2%	8%&-1%	u	-4%&-12%
(42) CCOc1ccc(C2CC(c3ccc(CC)cc3)n3nc(N)nc3N2)cc1 (stereo not given)
  44%[activator][38.3 µM]	22%	-4%	-1.8%	-23%[46.1 µM]	-4%	u	-3%
(43) Cc1ccc(NC2=NC(=S)N(CC#N)C23CCCCC3)cc1
  4%	7%	13%	0.2%	-3%[46.1 µM]	1%	8%	-2%
(44) COc1cc(/C=N/N=C2/SCC(=O)N2c2ccc(O)cc2)ccc1O
  -8%	19%	2%	6.7%	0%	-2%	8%	-5%
(45) Cc1cc(O)c(C(C)C)cc1Cl
  -4%	x	8%	-2.1%	x	4%[39.9 µM]	x	-15%&-4%
(46) CCCNC(=O)NC(=O)c1cnccc1C(F)(F)F
  x	x	4%	-0.3%	-9%[7.67 µM]	x	14%	1%
(47) O=C1OCCC1Sc1nnc(-c2ccccc2)o1 (stereo not given)
  0%[38.3 µM]	-9%	1%	0.0%	2%[46.1 µM]	-5%	2%	0%
(48) CCN(CC)Cc1cc(C(C)=O)ccc1O
  25%[38.3 µM]	-23%	7%	0.8%	-5%[46.1 µM]	5%	-7%	-2%
(49) COc1ccccc1C/C(N)=N/OC(=O)COc1cccc(C)c1
  3%	u	-8%	-0.8%	9%	0%	0%	-8%
(50) COC(=O)c1c(NC(=S)NN2CCN(C)CC2)sc2c1CCC(C)C2 (stereo not given)
  20%	-17%	17%	-0.7%	-19%	1%	-5%	-4%
(51) COc1ccc(Cc2nnc(-c3ccccc3)o2)cc1
  13%	-13%	-8%	0.0%	16%	1%	2%	5%
(52) Cc1ccc(NC(=O)CCN2CCN(C/C=C/c3ccccc3)CC2)cc1C
  7%[38.3 µM]	-21%	27%	1.9%	-1%[46.1 µM]	-3%	-3%	i
(53) CCN1CCN(Cc2ccc(NC(=O)c3cc(NC(=O)N4CCNC4=O)cc(OC)c3)cc2C(F)(F)F)CC1
  x	x	10%	0.9%	20%	x	8%	-4%
(54) O=C(Nc1cc(C(F)(F)F)ccc1N1CCOCC1)c1ccc(F)cc1
  5%[38.3 µM]	-9%	2%	-1.0%	-7%[46.1 µM]	2%	-2%	i
(55) COc1ccc(NC2=CC(=O)N(C)C2=O)cc1
  1%	11µM*	3%	-2.0%	-18%	1%	u	-18%

Source: PubChem
